Assay outcomes from PubChem BioAssay.
L3MBTL1 inh = qHTS Assay for the Inhibitors of L3MBTL1; AlphaScreen L3MBTL1–H3K9me1 peptide binding; Potency, µM (titrated, usually from 57.1 µM), for inactives: at the highest dose activity, negative = inhibition, hits mostly inhibitors; 230,000 compounds, 0.66% hits; AID 485360, 2010; active means well fitted inhibition curve with a large enough effect; inconclusive means small, poorly fitted or top-dose-only effect; inactive means no such curve, though single readings can be large or run the other way; further: nearly all actives have a fitted effect of over 60% in size
Target sequence (Q9Y468 whole entry, looked up): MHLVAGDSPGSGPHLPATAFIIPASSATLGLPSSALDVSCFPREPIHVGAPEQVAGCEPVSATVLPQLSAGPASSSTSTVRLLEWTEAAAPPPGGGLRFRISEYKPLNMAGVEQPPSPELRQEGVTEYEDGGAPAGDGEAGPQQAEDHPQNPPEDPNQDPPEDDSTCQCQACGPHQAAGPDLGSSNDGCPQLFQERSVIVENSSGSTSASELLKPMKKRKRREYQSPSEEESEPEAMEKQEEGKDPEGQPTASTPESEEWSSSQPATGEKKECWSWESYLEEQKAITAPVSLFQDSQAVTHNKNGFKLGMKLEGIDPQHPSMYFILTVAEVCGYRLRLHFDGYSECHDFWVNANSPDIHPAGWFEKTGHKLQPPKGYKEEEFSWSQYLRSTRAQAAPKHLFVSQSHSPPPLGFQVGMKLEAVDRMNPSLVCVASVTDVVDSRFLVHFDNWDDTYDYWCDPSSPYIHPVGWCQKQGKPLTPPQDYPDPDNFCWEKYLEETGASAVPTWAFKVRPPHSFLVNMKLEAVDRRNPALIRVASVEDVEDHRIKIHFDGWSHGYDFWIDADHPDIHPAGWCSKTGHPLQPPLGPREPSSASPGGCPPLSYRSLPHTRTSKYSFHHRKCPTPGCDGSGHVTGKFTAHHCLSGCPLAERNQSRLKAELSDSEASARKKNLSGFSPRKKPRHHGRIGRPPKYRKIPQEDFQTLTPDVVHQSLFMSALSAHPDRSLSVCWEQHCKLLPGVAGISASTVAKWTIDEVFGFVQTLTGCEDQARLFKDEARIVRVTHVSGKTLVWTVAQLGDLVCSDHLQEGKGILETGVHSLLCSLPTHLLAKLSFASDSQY
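AlphaScreen proximity signal between nickel-chelate acceptor and streptavidin donor beads (final 10 ug/mL) reports binding of 50 nM L3MBTL1 to 75 nM biotin-H3 K9me1 peptide; complex incubated with compounds 30 min at room temperature; cefsulodin titration as control.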
* marks the source's active call; other numbers are inactive results; ? = inconclusive; [ ] = remark or other dose. On the % scale 0 is the no-effect control and ±100 the full control effect; potency means the concentration at half of the fitted maximal effect. These rows are one share of the data; the hit share may differ from the screen's.

mol	L3MBTL1 inh
O=C(CC(c1ccccc1)c1cc(Cl)ccc1O)NCCCN1CCOCC1 (stereo not drawn)	11.5%
C[C@@H]1CN([C@@H](C)CO)C(=O)c2cc(NS(C)(=O)=O)ccc2O[C@@H]1CN(C)S(=O)(=O)c1ccccc1	-3.2%
COc1ccc(N2CCN(S(=O)(=O)CCNC(=O)/C=C/c3ccccc3)CC2)cc1	-7.6%
O=C(Cc1cccc2ccccc12)Nc1cc(C(=O)O)cc(C(=O)O)c1	3.7%
CC(Oc1cccc(Cl)c1)C(=O)Nc1cc(Cl)ccc1N1CCOCC1 (stereo not drawn)	8.0%
COc1ccc(-c2ccc3nnc(SCC(=O)Nc4ccc(NC(C)=O)cc4)n3n2)cc1	-1.4%
Cc1ccc(OCCCC(=O)Nc2ccc(S(=O)(=O)Nc3cc(C)nc(C)n3)cc2)cc1	-7.1%
CC1(C)C(=O)Nc2ccccc2N1C(=O)COC(=O)CSc1ccc(Cl)cc1	-2.5%
Cc1ccc2c(CC(=O)NCC(=O)Nc3c(C)cccc3C)coc2c1	-23.7%
CCOC(=O)C1=C(C)Nc2ccccc2N=C1NC(=O)C1CCN(C(=O)c2ccccc2C)CC1	-1.6%
Cc1csc(SCC(=O)Nc2cc(S(=O)(=O)N(C)C)ccc2C)n1	-12.3%
COc1ccccc1/C=C/C(=O)OCC(=O)NC(=O)NC1CCCC1	1.0%
COc1ccccc1NC(=O)/C(N=Nc1ccc(C)c(S(=O)(=O)Nc2ccccc2Cl)c1)=C(\C)O	-0.8%
O=C(CCS(=O)(=O)c1ccccc1)NNC(=O)COc1ccc(F)cc1	-7.6%
CCc1noc(C)c1C(=O)N1CCN(S(=O)(=O)c2cccs2)CC1	-0.5%
O=C(COc1ccccc1F)OCC(=O)N1CCc2ccccc21	0.9%
COc1cccc(Nc2c([N+](=O)[O-])cncc2[N+](=O)[O-])c1	-2.0%
CN(C(=O)c1ccc(NC(=O)C2CCN(C(=O)OC(C)(C)C)CC2)cc1)C1CC1	-3.1%
N#Cc1cccc(NC(=O)c2ccc(S(=O)(=O)N3CCOCC3)cc2)c1	1.1%
O=C(C[C@H]1C[C@H](C(=O)N2CCCCC2)[C@@]2(CCc3ccccc3)c3[nH]c4cc(-c5ccco5)ccc4c3CCN2C1=O)NCc1ccco1	-17.9%
O=C(COC(=O)c1cc(Cl)nc(Cl)c1)NCc1ccc2c(c1)OCO2	-7.5%
O=C(NCc1cccnc1)C1CCN(S(=O)(=O)c2cccc(C(F)(F)F)c2)CC1	6.9%
CCCN(CC(=O)Nc1ccccc1OC)C(=O)CSc1ccc(Br)cc1C	-1.3%
CC(C)NC(=O)CSc1ccccc1C(=O)N1CCN(S(=O)(=O)/C=C/c2ccccc2)CC1	-1.0%
CC[C@]12c3[nH]c4cc(CCC(=O)N(C)C)ccc4c3CCN1C(=O)[C@@H](CC(=O)NCCC1=CCCCC1)C[C@@H]2C(=O)N1CCN(C(=O)C2CC2)CC1	1.6%
Cc1ccccc1-c1nnn(CC(=O)N2CCN(C(=O)c3ccco3)CC2)n1	8.3%
CSc1ccccc1C(=O)NCCS(=O)(=O)N1CCN(c2ccc(F)cc2)CC1	0.2%
CCc1noc(C)c1C(=O)Nc1ccc(S(=O)(=O)N2CCCC(C)C2)cc1 (stereo not drawn)	1.4%
Cc1cc(C=O)c(O)cc1O	-8.9%
C1=C(c2cc3ccccc3cn2)CCCC1	7.8%
CC(C)n1nnnc1SCC(=O)N1CCN(Cc2ccc3c(c2)OCCO3)CC1	-3.6%
CCOC(=O)c1c(C)[nH]c(C(=O)OCc2csc(CC(=O)Nc3ccccc3C)n2)c1C	3.3%
CCC(C)C(NC(=O)c1ccccc1)C(=O)Nc1ccc(S(=O)(=O)Nc2cc(C)nc(C)n2)cc1 (stereo not drawn)	6.6%
COCCN(CCOC)S(=O)(=O)c1ccc(NC(=O)c2cnccn2)cc1	-5.3%
C=CCN1C(=O)c2ccc(C(=O)N(CCC)CC(=O)Nc3ccccc3C)cc2C1=O	1.3%
Cc1ccc(NC(=O)CN(C)C(=O)Cn2nnc(-c3ccccc3C)n2)cc1	6.5%
CC(=O)c1c(C)[nH]c(C(=O)CN2C(=O)NC3(CCCCC3C)C2=O)c1C (stereo not drawn)	-0.3%
CCOc1ccccc1CN1CCN(Cc2c[nH]c3ccccc23)CC1CCO (stereo not drawn)	-5.6%
CC1(C)C[C@H]2C3=CCC4[C@@]5(C)CC[C@H](O[C@@H]6O[C@H](C(=O)O)[C@@H](O)[C@H](O)[C@H]6O)[C@@](C)(CO)C5CC[C@@]4(C)[C@]3(C)C[C@H](O)[C@@]2(CO)[C@@H](O)[C@@H]1O (stereo partly drawn)	3.7%
CCN(C1CCCCC1)S(=O)(=O)CCNC(=O)c1ccccc1	0.3%
COc1ccc(C)cc1NC(=O)CSCc1cc(=O)n2c(C)csc2n1	-4.5%
CCOC(=O)C1=CN(Cc2cccc(F)c2)S(=O)(=O)N(C)C1c1ccccc1 (stereo not drawn)	14.8%
CCC(CO)Oc1cc(NCc2ccc(C)cc2)c2ncn(C(C)C)c2c1 (stereo not drawn)	-13.7%
COc1ccc(-c2ccc3oc(-c4ccsc4)c(-c4ccc(Br)nc4)c3c2)cc1	-2.9%
CN(C(=O)COC(=O)c1ccc(Cl)nc1)c1c(N)n(Cc2ccccc2)c(=O)[nH]c1=O	-10.4%
Cc1nnnn1/C(=C\c1ccccc1)C(=O)OCC(=O)NC1CCCCC1	3.0%
CSc1nc(N)nc2c1ncn2CC(=O)Nc1ccc(C)c(C)c1	-1.3%
CN1CC(=O)N2[C@H]3c4ccccc4OC[C@@H]3[C@H](c3ccccc3)[C@]2(C)C1=O	0.2%
CCCCCN(C(=O)CCC(=O)OC(C)C(=O)c1ccc(Cl)cc1)c1c(N)n(CCCC)c(=O)[nH]c1=O (stereo not drawn)	2.0%
Cc1cnc(C(=O)OC(C(=O)c2ccccc2)c2ccccc2)cn1 (stereo not drawn)	0.5%
O=C(NCCC(=O)N1CCCCCCC1)c1ccc(Br)cc1	2.6%
Cc1ccccc1CNC(=O)C(=O)NCCC1CCCCN1S(=O)(=O)c1ccccc1 (stereo not drawn)	5.1%
CC1(NC(=O)c2ccccc2)CCN(CCc2cccs2)C1=O (stereo not drawn)	0.0%
Cc1ccc(CNC(=O)CN2CCN(c3ccc(F)cc3)CC2)cc1	-3.4%
Cc1ccc(C(=O)O/N=C(\N)c2ccccn2)c(Cl)c1	-0.5%
CS(=O)(=O)c1ccc(C(=O)OCC(=O)NC(=O)C2COc3ccccc3O2)cc1[N+](=O)[O-] (stereo not drawn)	-9.0%
COc1ccc(C2(C)NC(=O)N(CC(=O)N3CCc4ccccc43)C2=O)cc1OC (stereo not drawn)	-2.7%
CCC1(CC)NC(=O)N(CC(=O)OCC(=O)c2cc(C)c(C)cc2C)C1=O	?
CCCCn1c(N)c(N(CCOC)C(=O)CSc2nnc(-c3ccco3)n2CC)c(=O)[nH]c1=O	2.1%
O=C(COC(=O)Cc1ccsc1)NNC(=O)c1ccccc1	-9.5%

Next compounds.
mol	L3MBTL1 inh
COc1ccc(C2=Nn3c(nnc3-c3ccccc3Cl)SC2)cc1OC1CCOC1 (stereo not drawn)	-1.6%
O=C(Nc1cc(Cl)c(Cl)cc1Cl)c1cccnc1	3.3%
N#Cc1ccccc1OCC(=O)Nc1cccc(S(=O)(=O)N2CCCC2)c1	-2.5%
C/C(=C\c1ccc(Br)cc1)C(=O)c1c(C)cc(C)[nH]c1=O	1.3%
COc1ccc2[nH]c(O)c(N=NC(=O)c3ccc(NS(=O)(=O)c4cccs4)cc3)c2c1	-29.7%
CCOC(=O)N1CCN(C(=O)COC(=O)c2cc(Cl)cc(Cl)c2)CC1	2.1%
CCOc1cc(/C=N\NC(=O)c2c(C)nc3ccccn23)ccc1O	6.1%[2.29 µM]
COc1cc(CNc2ccc(N3CCCCC3)cc2)ccc1OCC(=O)NC(C)(C)C	?
COc1ccccc1CC(=O)NC1CCCCCC1	9.2%
Cc1n[nH]c(=O)c2c(NC(=O)CSc3nnc(C4CC4)n3C)oc(C)c12	2.8%
O=C(NNC(=O)c1cccc(Cl)c1)NNC(=O)c1cccc(Cl)c1	-0.9%
CC[C@@]12C(=O)N(c3cccc(Cl)c3)C(=O)N1[C@H](c1ccc(Br)cc1)[C@@H]1C(=O)N(C(C)(C)C)C(=O)[C@@H]12	-0.5%

(list continues)
Structure	L3MBTL1 inh
c1ccc2c(c1)CC(CN1CCNCC1)O2 (stereo not drawn)	-0.1%
O=C(CN1C(=O)c2ccc([N+](=O)[O-])cc2C1=O)Nc1nnc(C2CC2)s1	0.0%
CCOC(=O)C1CCN(C(=O)COC(=O)c2oc3ccccc3c2C)CC1	6.6%
O=C(COC(=O)CC1CC2CCC1C2)NCc1ccc(F)cc1 (stereo not drawn)	5.6%
CC1=C(C(=O)OCc2ccccc2)N2C(=O)[C@@H](NC(=O)COc3ccccc3)[C@H]2SC1	-4.2%
O=C(COC(=O)COc1cccc(F)c1)NCC1CCCCC1	3.3%
Cc1ccc(NC(=O)C/C(N)=N/OC(=O)Nc2cccc(Cl)c2)cc1	?
COc1ccc(C2Nc3ccccc3NC3=C2C(=O)CC(C)(C)C3)cc1O (stereo not drawn)	-4.3%
O=c1[nH]c2ccc(S(=O)(=O)N3CCCCC3)cc2s1	8.3%
CC(Sc1nnc(-c2ccco2)n1N)C(=O)NCC1CCCO1 (stereo not drawn)	-2.1%
COc1cc(/C=C/C(=O)Nc2ccc(OC)c(S(=O)(=O)N3CCOCC3)c2)ccc1OCC#N	-0.6%
C[C@@H]1COC(=O)[C@H](CC(=O)OC(C)(C)C)C/C=C\C[C@H](CC(=O)NCCO)C(=O)N1	-2.7%
Cc1oc(-c2cccc(Cl)c2)nc1CS(=O)(=O)CC(=O)NCCN1CCOCC1	7.3%
CCC(=O)N(CCc1ccccc1C)Cc1cc2ccc(C)cc2[nH]c1=O	9.0%
CN1C(=O)c2cccc3c(S(=O)(=O)N(C)C)ccc1c23	4.2%
CC(=O)NC(c1ccco1)c1cc(Br)c2cccnc2c1O (stereo not drawn)	?
CCN(CC(=O)Nc1c(F)cccc1F)C(=O)C1CCN(C(=O)c2ccc(F)cc2)CC1	-2.5%
CCN(C(=O)CSc1nnc(-c2ccc3c(c2)OCO3)o1)C1CCS(=O)(=O)C1 (stereo not drawn)	-1.4%
CCc1sc(C(=O)N2CCN(C(=O)c3ccccc3)CC2)cc1C	1.0%
CCN(Cc1ccncc1)Cc1ccc(OC)c(OC)c1	-0.7%

Of the compounds above, four have a tert-butyl group.
Structure	L3MBTL1 inh
CN(C(=O)c1ccc(NC(=O)C2CCN(C(=O)OC(C)(C)C)CC2)cc1)C1CC1	-3.1%
COc1cc(CNc2ccc(N3CCCCC3)cc2)ccc1OCC(=O)NC(C)(C)C	?
CC[C@@]12C(=O)N(c3cccc(Cl)c3)C(=O)N1[C@H](c1ccc(Br)cc1)[C@@H]1C(=O)N(C(C)(C)C)C(=O)[C@@H]12	-0.5%
C[C@@H]1COC(=O)[C@H](CC(=O)OC(C)(C)C)C/C=C\C[C@H](CC(=O)NCCO)C(=O)N1	-2.7%

(further entries)
Structure	L3MBTL1 inh
Cc1cc(Cl)ccc1NC(=S)NC1CCCC1	-8.2%
CCN(C(=O)COC(=O)c1oc2ccc(OC)cc2c1C)C1CCS(=O)(=O)C1 (stereo not drawn)	-12.0%
N#CC1(NC(=O)CSc2nc3ccccc3s2)CCCCC1	0.9%
COc1ccc2oc(C(=O)OCC(=O)N3CCCCC3)c(C)c2c1	-5.5%
CC1CCC2(CC1)NC(=O)N(NC(=O)CCc1c[nH]c3ccccc13)C2=O (stereo not drawn)	-8.9%
Cc1ccc(-n2nc(C(N)=O)nc2-c2ccccc2)cc1	-1.3%
CC1CN(S(=O)(=O)c2cccc(C(=O)NCCc3ccc(S(N)(=O)=O)cc3)c2)CC(C)O1 (stereo not drawn)	-0.5%
COc1ccc(CCNC(=O)CCC(=O)NC2CCCC(C)C2C)cc1OC (stereo not drawn)	-1.7%
Cc1cccc(NC(=O)C2CCCN(c3ncnc4c3nc3n4CCCCC3)C2)n1 (stereo not drawn)	-5.3%
Cc1ccc2[nH]c(C(=O)NCCN3CCCC3)cc2c1	-1.2%

Sorted by value in L3MBTL1 inh (highest first): some entries from above
Structure	L3MBTL1 inh
Cc1ccc(-n2nc(C(N)=O)nc2-c2ccccc2)cc1	-1.3%
COc1ccc2oc(C(=O)OCC(=O)N3CCCCC3)c(C)c2c1	-5.5%
CCN(C(=O)COC(=O)c1oc2ccc(OC)cc2c1C)C1CCS(=O)(=O)C1 (stereo not drawn)	-12.0%

Going on with the list.
Structure	L3MBTL1 inh
CCC(C)[C@H]1CNCCN1CCc1cccc2ccccc12 (stereo partly drawn)	-8.1%
C=CCNC(=O)c1ccc(N(Cc2ccc(Cl)cc2)S(C)(=O)=O)cc1	-8.1%[2.29 µM]
COc1ccccc1OCCC(=O)Nc1cccc(S(=O)(=O)N2CCOCC2)c1	2.0%
NS(=O)(=O)c1ccc(CCNCc2cc(Cl)ccc2OCc2ccccc2)cc1	-3.4%
Cc1ccc(S(=O)(=O)N2CCCN(S(=O)(=O)c3ccccc3Br)CC2)cc1	12.4%
COC(=O)c1ccc2[nH]c(C(C)(C)O)c(C)c2c1	-2.4%
COc1ccccc1OCC(=O)Nc1cc(S(=O)(=O)N2CCOCC2)ccc1N1CCCCC1	-0.9%
O=S(=O)(Nc1ccccc1N1CCOCC1)c1cccs1	-3.1%
CC1CN(C(=O)c2ccc([N+](=O)[O-])s2)CC(C)O1 (stereo not drawn)	3.1%
NC(=O)c1cc([N+](=O)[O-])ccc1NCc1cccc(N)c1	-5.4%
Cc1ccccc1N1CCN(C2CCCN(C(=O)CCC(F)(F)F)C2)CC1 (stereo not drawn)	-1.1%[2.29 µM]
CC(NS(=O)(=O)c1cccc(C(=O)O)c1)C12CC3CC(CC(C3)C1)C2 (stereo not drawn)	-1.4%
